Cdc42 wt GTP – changes GTP binding to wildtype human Cdc42 | P60953 | GST-Cdc42 beads, Bodipy-GTP binding, flow cytometry; actives lie on both sides | percent activity (GTP binding), % at 10 µM | 190,000 tested, 0.2% active | AID 761;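 active means percent activity GTP binding at least 20 points away from the 100% baseline, either down as inhibitor or up as activator; inconclusive means compound flagged as likely green fluorescent from well-wide comparison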;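 further: median bead fluorescence of bound Bodipy-FL-GTP at 100 nM; 0% = excess unlabeled GTP control and 100% = no compound control; below 100% means less GTP binding so inhibitor and above means activator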
Rac1 mut GTP – human Rac1 activated mutant GTP binding change; AID 764; 190,000 tested, 0.11% active; P63000; GST-Rac1 activated beads, fluorescent GTP binding, flow cytometry; actives lie on both sides; 100% means binding = to untreated wells; percent activity (GTP binding), % at 10 µM;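 active means GTP binding at least 20 percentage points away from the 100% baseline, in either direction, so actives lie on both sides; inconclusive means Compound likely fluorescent itself, or too few beads counted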
HRas wt GTP bind – changes GTP binding to wildtype human HRas. P01112. GST-Ras wt beads, Bodipy-FL-GTP binding, flow cytometry; actives lie on both sides. GTP binding activity, % at 10 µM. 190,000 tested, 0.14% active. AID 759;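 active means GTP binding activity at least 20% away from the 100% baseline, either lowered as inhibitor or raised as activator; inconclusive means flagged as likely green fluorescent, judged across all proteins in the well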;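 further: 0% = unlabeled GTP competition control and 100% = no-compound control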
Target sequence (P01112 whole entry, looked up): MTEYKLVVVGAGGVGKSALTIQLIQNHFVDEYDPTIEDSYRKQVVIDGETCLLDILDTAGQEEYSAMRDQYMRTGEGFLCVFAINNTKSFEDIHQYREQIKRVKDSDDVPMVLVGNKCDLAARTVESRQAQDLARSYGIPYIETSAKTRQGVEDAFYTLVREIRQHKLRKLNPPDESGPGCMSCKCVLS
Rab7 wt modul – dog Rab7 wildtype GTP binding, inhibitors and activators | GST-Rab7 beads, fluorescent GTP binding, flow cytometry; actives lie on both sides; untreated = 100%, excess cold GTP = 0% | GTP binding activity (percent of control), % at 10 µM | 190,000 tested, 0.055% active | AID 758;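 active means fluorescent GTP binding to Rab7 beads changed by at least 20 points from the 100% baseline, either direction, mostly lower; inconclusive means compound itself probably fluorescent, or too few beads counted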;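 further: median green fluorescence of bound Bodipy-FL-GTP per Rab7 bead population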
Mcl1 Noxa PPI – disrupts binding of human Mcl-1 to Noxa peptide; Q07820; TR-FRET Mcl-1/Noxa peptide binding, 2 h; inhibition, % at 21.7 µM; 220,000 tested, 1.5% active;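 active means compounds that cut the protein-peptide binding signal by more than 50% relative to plate controls in a single-dose test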;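 further: His-tagged Mcl-1 with rhodamine Noxa BH3 peptide and terbium anti-His antibody; 0% = Mcl-1 plus Noxa peptide wells and 100% = peptide-only wells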
Target sequence (Q07820 whole entry, looked up): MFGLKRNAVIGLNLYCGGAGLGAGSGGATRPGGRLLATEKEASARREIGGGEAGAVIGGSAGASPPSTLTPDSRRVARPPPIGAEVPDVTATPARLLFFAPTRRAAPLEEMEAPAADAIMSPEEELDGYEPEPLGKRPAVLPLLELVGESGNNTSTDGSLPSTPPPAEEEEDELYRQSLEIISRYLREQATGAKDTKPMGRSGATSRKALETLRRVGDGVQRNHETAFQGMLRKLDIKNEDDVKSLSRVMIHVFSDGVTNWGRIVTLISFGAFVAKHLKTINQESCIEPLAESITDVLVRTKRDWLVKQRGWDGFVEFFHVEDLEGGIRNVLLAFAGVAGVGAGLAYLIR
Pf gametocyte – kills late stage P. falciparum gametocytes; inhibition, % at 10.9 µM; P. falciparum stage V gametocytes, ATP luminescence, 24 h; 150,000 tested, 0.065% active;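 active means inhibition above the mean plus 3 SD of compounds within the control limits, set per campaign, cut at about 38% in these data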;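 further: 0% = DMSO wells and 100% = medium only without gametocytes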
Rab2A wt mod – changes GTP binding to wildtype dog Rab2A, up or down | GST-Rab2 wt beads, Bodipy-GTP binding, flow cytometry | GTP binding activity, % at 10 µM | 190,000 tested, 0.19% active | AID 760;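 active means GTP binding activity at least 20 points away from 100%, either lowered or raised; inconclusive means signal likely due to the compound's own green fluorescence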;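 further: 0% = beads with excess unlabeled GTP and 100% = no-compound control corrected for plate trend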
RGS8-Gao – human RGS8-Galphao interaction regulation; multiplexed bead flow cytometry, RGS8-Galphao binding; actives lie on both sides; response (percent of control binding), % at 10 µM; 220,000 tested, 0.34% active; AID 1423; in the data active means response below about 60% or above about 140%; inactive means in between;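 further: Galphao activated as the GDP aluminium fluoride complex binding bead-coupled RGS8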
Target sequence (P09471 whole entry, looked up): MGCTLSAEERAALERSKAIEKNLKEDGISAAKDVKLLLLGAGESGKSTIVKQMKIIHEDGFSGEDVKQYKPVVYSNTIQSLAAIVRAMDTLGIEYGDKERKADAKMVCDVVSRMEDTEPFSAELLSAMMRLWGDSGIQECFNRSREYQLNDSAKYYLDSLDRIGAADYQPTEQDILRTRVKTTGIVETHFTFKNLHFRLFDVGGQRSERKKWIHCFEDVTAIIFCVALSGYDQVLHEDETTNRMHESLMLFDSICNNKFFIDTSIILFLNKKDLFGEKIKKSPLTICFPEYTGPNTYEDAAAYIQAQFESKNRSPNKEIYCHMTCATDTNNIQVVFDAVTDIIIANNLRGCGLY
Mcl-1 Bim block – human Bim-Mcl-1 interaction inhibition; AID 1009; 190,000 tested, 0.1% active; inhibition, % at 10 µM; Q07820; Bead-based flow cytometry, Bim peptide-Mcl-1 binding; in the data active means inhibition above about 40%;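 further: 0% = no compound tracer wells and 100% = peptide blocker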
Rac1 wt modul – modulators of human Rac1 wildtype GTP binding. P63000. GST-Rac1 beads, fluorescent GTP binding, flow cytometry; actives lie on both sides; 0 = cold GTP competed, 100 = untreated. GTP binding activity (% of control), % at 10 µM. 190,000 tested, 0.27% active. AID 757;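 active means GTP binding activity at least 20 points away from the 100% control level, either lower or higher; inconclusive means compound flagged as likely green fluorescent, judged across all proteins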
Mcl1 Bid PPI – disrupts binding of human Mcl-1 to Bid peptide; TR-FRET Mcl-1/Bid-Dy647 peptide binding, 1536-well; inhibition, % at 21.7 µM; Q07820; 220,000 tested, 0.97% active;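 active means compounds that cut the binding signal by more than half at the single screening dose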;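 further: His-tagged Mcl-1 with europium anti-His antibody binding Bid BH3 peptide; 0% = Mcl-1 plus peptide wells and 100% = peptide-only wells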
* marks the source's active call; other numbers are inactive results; ? = inconclusive; · = no result given. Rows were taken by chance, and some 2.9% of all compounds hit somewhere here.

SMILES	Cdc42 wt GTP	Rac1 mut GTP	HRas wt GTP bind	Rab7 wt modul	Mcl1 Noxa PPI	Pf gametocyte	Rab2A wt mod	RGS8-Gao	Mcl-1 Bim block	Rac1 wt modul	Mcl1 Bid PPI
Cc1ccc(NC(=O)CC(NCCN2CCOCC2)C(=O)O)cc1Cl (stereo not given)	102	97	100	100	1	0	98	104	4	100	-9
CCn1c(-c2ccc(N)cc2)nc2ccccc21	106	101	103	100	-4	·	103	96	2	104	-30
CCOC(=O)C1=C(CSc2nc3c(cc2C#N)CCC3)OC(N)=C(C#N)C1c1ccccc1 (stereo not given)	97	95	99	100	25	·	98	102	0	102	-29
CCCNC(=O)C(C)n1c2ccccc2c2nc(=O)cc(C)n21 (stereo not given)	103	98	104	103	13	·	103	101	-3	108	-8
CC(=O)c1ccc(NC(=O)C(=O)c2cn(CC(=O)N3CCCCC3)c3ccccc23)cc1	103	98	99	97	0	-2	98	103	4	102	-8
CCN(CC)S(=O)(=O)c1ccc(NN=C2CCN(C)CC2)c([N+](=O)[O-])c1	91	96	96	91	26	12	96	100	-2	94	-24
CC1CCN(C(=S)c2ccccc2O)CC1	103	100	102	102	16	-26	102	100	0	101	-36
CCOc1ccc(N(Cc2ccc(OC)c(OC)c2)C(=O)c2ccco2)cc1	96	96	96	96	18	8	97	103	0	97	-18
Cc1cc2cc(CNC(=O)c3ccc(S(=O)(=O)N4CCCCC4)cc3)ccc2[nH]1	106	98	102	105	18	·	105	100	-3	106	-29
COc1ccc(CCN2C(=O)NC(NC(=O)CC(C)C)(C(F)(F)F)C2=O)cc1OC (stereo not given)	102	100	99	103	8	15	98	102	-4	104	-10
CN1CCN(S(=O)C23CC4CC(CC(C4)C2)C3)CC1 (stereo not given)	101	99	97	102	0	6	97	103	-6	102	-1
CC(C)C(=O)N1CCN(c2ccc([N+](=O)[O-])cc2Cl)CC1	97	101	99	94	8	-9	101	102	8	101	-38
COCC(C)NC(=O)C1CC(=O)N(c2ccc(C)cc2)C1 (stereo not given)	96	95	97	95	-17	2	95	93	2	93	-45
COc1ccc(Nc2nc3ccc(C)cn3c(=O)c2/C=N/O)cc1	?	?	?	?	8	4	?	101	4	?	-38
CCOc1ccccc1C(=O)N(CN1CCCC1=O)c1cccc(Cl)c1	100	99	99	98	-15	-6	99	104	-2	100	10
N=c1sccn1CC(=O)Nc1cc(Cl)ccc1[N+](=O)[O-]	97	96	98	103	5	·	99	100	-5	104	-5
CCOc1ccc(N(CCCCO)C(=S)NC(=O)c2ccc(C)c(Br)c2)cc1	93	90	91	92	-3	-5	94	94	0	90	-64
OC(COc1ccccc1)CN1CCN(CC(O)COc2ccccc2)CC1 (stereo not given)	97	98	101	108	32	0	105	99	-1	99	2
CCCn1nnc(NC(=O)C(c2ccccc2)c2ccccc2)n1	103	101	101	101	-5	10	101	103	-2	104	-15
O=C(c1ccncc1)c1ccc(N2CCN(C3CC(=O)N(Cc4cccs4)C3=O)CC2)cc1 (stereo not given)	99	98	100	107	3	-6	101	101	4	98	-46
CCSc1nccc(-c2nn(-c3ccc(C)cc3)ccc2=O)n1	102	100	100	101	-8	·	100	106	7	103	-9
Cc1ccccc1N=C1N=C(N)c2ccccc21	99	97	97	96	5	-4	99	103	-4	102	-19
COc1ccccc1C(=O)N1C(CC(=O)Nc2cc(Cl)ccc2C)C(=O)NC2CCCCC21 (stereo not given)	105	100	104	100	-7	·	103	102	3	107	-1
C=CCn1c(=S)[nH]c2ccccc2c1=O	104	101	101	99	15	-7	101	100	0	109	-23
O=S(=O)(NCC1CCCO1)c1ccc2ccccc2c1 (stereo not given)	101	99	101	102	-11	·	100	102	-4	104	-6

(further entries)
SMILES	Cdc42 wt GTP	Rac1 mut GTP	HRas wt GTP bind	Rab7 wt modul	Mcl1 Noxa PPI	Pf gametocyte	Rab2A wt mod	RGS8-Gao	Mcl-1 Bim block	Rac1 wt modul	Mcl1 Bid PPI
O=C(CCC(=O)NC1CCCCCCC1)Nc1nnc(C(F)(F)F)s1	98	100	99	100	-4	·	99	100	-1	101	4
Cc1ccc(C(=O)N2c3ccc(F)cc3CCC2C)o1 (stereo not given)	102	99	102	103	6	23	104	102	-7	108	16
CCC(C(=O)NCc1ccc(F)cc1)N(Cc1ccco1)C(=O)c1snc(C(N)=O)c1N (stereo not given)	105	101	105	102	4	·	104	100	-4	109	4
CC(C)OC(=O)CSc1nc2cc3c(cc2cc1C#N)OCO3	100	97	99	99	-39	·	98	79	-31	99	-23
Cc1cc(NCc2ccncc2)ccc1Br	96	95	95	96	26	·	92	102	-2	99	-15
CC(NC(=O)CSc1ncccn1)c1ccccc1 (stereo not given)	106	102	106	103	3	16	105	100	-4	105	-6
O=C(/C=C/c1ccccc1[N+](=O)[O-])NCCCn1ccnc1	102	96	102	106	2	-11	101	100	-4	100	-15
O=C(CCCN1C(=O)/C(=C\c2ccco2)SC1=S)Nc1ccc2ccccc2c1	101	101	100	100	19	13	101	97	0	104	-6
Cc1ccccc1/C=C1\OC(=O)c2ccccc21	102	99	100	101	-10	-1	100	101	-4	102	-17
COc1ccc(C(=O)Nc2ccc(C(=O)NCCc3ccccc3)cc2)cc1	103	99	101	99	-16	1	102	103	-1	105	2
O=[N+]([O-])c1ccc(N2CCN(C(=S)Nc3ccc(F)cc3)CC2)cc1	99	102	100	106	7	10	100	102	-1	101	-39
CCN(C(=O)c1cn(C)c(=O)c2cc(OC)c(OC)cc12)c1cc(OC)ccc1OC	104	104	104	103	18	12	107	97	-4	104	-35
Cc1ccsc1/C=N/Nc1ncc(Cl)cc1Cl	99	98	99	97	8	-20	98	98	-4	98	-11
CC(=O)C1=C(C)NC(C)=C(C(C)=O)C1c1cccs1	96	97	98	98	4	-1	98	83	7	100	-21
Cc1ccc2c(c1)c(C1=NC(=S)NC1=O)c(O)n2C	88	92	85	95	55*	·	86	93	0	86	26
COc1ccc(CCNC(=O)CC2Oc3ccc(Cl)cc3NC2=O)cc1OC (stereo not given)	100	98	100	99	32	·	100	99	-1	103	-7
CCN(C(=O)COC(=O)c1cn(-c2ccccc2)nc1-c1ccccc1)C1CCS(=O)(=O)C1 (stereo not given)	100	97	101	111	1	4	103	103	-1	99	-17
CCc1nccn1Cc1cc(C=O)ccc1OC	98	99	99	98	-4	-11	97	100	0	102	2
CCC1CCCCN1C(=S)NC1CCCCC1 (stereo not given)	99	100	99	99	20	-17	99	109	-1	101	-37
COC(=O)[C@@H](NC(=O)NCc1ccco1)C(C)C	100	98	99	100	6	·	99	102	-2	102	-24
Cn1nnnc1SCCNCc1ccccc1OCc1ccc(F)cc1	98	96	99	105	11	0	99	103	-2	104	-13
COc1ccc(CCNC(=O)C(C(=O)c2ccccc2)n2ccccc2=O)cc1OC (stereo not given)	102	99	101	100	14	11	100	101	-2	103	-22
O=C(/C=C/c1cccs1)Nc1scc(-c2ccccc2)c1C(=O)O	87	86	94	98	46	1	90	101	-2	85	93*
O=[N+]([O-])c1cc2c(c(CSc3nnc4ccccn34)c1)OCOC2	104	100	100	103	14	·	99	100	-1	105	-13
COCCN(CCOC)c1ncnc2c1cnn2-c1ccc(Cl)cc1	101	95	100	101	16	14	100	100	-4	101	-26

Next compounds follow.
SMILES	Cdc42 wt GTP	Rac1 mut GTP	HRas wt GTP bind	Rab7 wt modul	Mcl1 Noxa PPI	Pf gametocyte	Rab2A wt mod	RGS8-Gao	Mcl-1 Bim block	Rac1 wt modul	Mcl1 Bid PPI
COc1cc(/C=C/C(=O)OCC(=O)NCCN2C(=O)CSC2=O)ccc1OC(F)F	99	93	99	102	7	-29	103	98	2	103	-12
O=C(CCCSc1nc2ccccc2[nH]1)NCc1ccccc1Cl	99	97	100	100	17	6	98	101	24	102	-26
Cc1ccc(-c2ccc(C(=O)O)[nH]2)cc1	96	92	98	93	14	-1	93	102	2	92	-57
O=C(NCCc1csc(-c2cccnc2)n1)c1ccc(Br)o1	94	94	94	97	18	·	93	88	18	95	0
Cc1cccc(SC2CCN(Cc3nc(CC4CC4)no3)CC2)c1	97	95	98	97	2	-6	97	103	-5	98	-38
CN1CCN(S(=O)(=O)c2ccc(NC(=O)Nc3cccc(Cl)c3)cc2)CC1	98	99	98	101	9	·	99	113	1	102	-21
C=CCN(CC=C)CCOc1cccc2ccccc12	101	98	100	97	26	-8	99	97	-3	105	27
CC(C)N(CCCNC(=O)c1ccc(N2CCCC2=O)cc1)Cc1ccccc1	99	97	100	107	-2	-26	103	102	-3	100	-10
CCn1c(C)nc2cc(C(=O)NNS(=O)(=O)c3ccc(C)cc3C)ccc21	96	94	96	92	1	·	94	99	-5	96	1
CCc1c(C)sc(NC(=O)CSc2nc3c(c(C(F)(F)F)n2)CCc2ccccc2-3)c1C#N	97	94	97	93	-1	·	95	103	-3	95	8
CCOc1ccccc1C(=O)Nc1cc(OC)ccc1OC	100	98	97	96	10	·	97	97	-2	99	-11
CCOC(=O)Cc1nnc(NC(=O)C(CC)Sc2nc(C)cc(C)n2)s1 (stereo not given)	101	101	98	97	-13	·	100	101	2	102	-19
CCOc1ccc(CC(=O)Nc2c(C(N)=O)oc3ccc(Br)cc23)cc1OCC	98	98	99	100	8	·	100	103	0	98	-10
O=C(Oc1ccc(Br)cc1)C1CC(=O)N(c2ccc(F)cc2)C1 (stereo not given)	98	93	96	93	-4	2	95	96	-5	94	-29
Cn1c(SCC(=O)NCc2ccc3c(c2)OCO3)nnc1-c1cc2ccccc2cc1O	102	99	102	98	11	22	101	104	-4	106	-14
Cc1ccc(C(=O)NCC(=O)OCC(=O)NCC(F)(F)F)cc1	98	96	95	92	10	15	95	100	0	99	-11
Cc1ccc(CNCC2CCCO2)s1 (stereo not given)	101	101	102	100	-27	·	101	100	9	105	15
COc1ccccc1NC(=O)N1CCCC(c2nc3c(nnn3Cc3ccc(C)cc3)c(=O)[nH]2)C1 (stereo not given)	106	100	102	100	9	·	104	104	-2	108	3
CCN1C(=O)/C(=C\c2ccc(-c3ccc([N+](=O)[O-])cc3OC)o2)SC1=Nc1cccc(C(=O)O)c1	?	?	?	?	98*	·	?	99	-6	?	70*
Cc1nn(C)c(Cl)c1CN1CCN(CC(C)C)C(CCO)C1 (stereo not given)	91	94	94	98	-6	-20	95	108	-2	95	-15

Assay outcomes deposited in PubChem BioAssay by several laboratories.
